Assay outcomes: PubChem BioAssay, several laboratories
Efflux pump inh – inhibitors of Candida antifungal efflux pumps expressed in yeast; S. cerevisiae Candida pump triplex, Nile Red efflux; inhibition, % at 10 µM; 330,000 tested, 0.44% active; AID 485275;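 active = plate passing quality check with inhibition over a set limit, or well fluorescence over plate mean plus 4 SD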;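 also: Nile Red retained in pooled yeast measured as flow cytometry median fluorescence; 0% = buffer negative control and 100% = Enniatin B positive control; higher means more Nile Red kept so more efflux inhibition; some compounds called inactive have numbers as strong as hits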
LYPLA2 inh – counter-screen for PME1 inhibitors: inhibitors of human LYPLA2; O95372; recombinant LYPLA2, FP-Rh probe fluorescence polarization; inhibition, % at 5.9 µM; 320,000 tested, 0.38% active; AID 2177;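 active = inhibition above the screen-wide mean plus 3 SD, limit set per campaign, cut at about 26% in these data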;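 also: 0% = LYPLA2 with DMSO and 100% = wells lacking LYPLA2 enzyme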
core dimer inh – HCV core protein dimerization inhibition; TR-FRET GST/Flag-core106 dimerization, 1536-well; inhibition, % at 5 µM; 300,000 tested, 0.33% active; AID 1899;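 active = inhibition above the mean of all tested compounds plus 3 SD, set per screening campaign, cut at about 45% in these data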
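Assay system: GST-tagged and Flag-tagged HCV core protein residues 1-106 / Times: compound-protein-antibody incubation 4 h at 22.5 °C / Signal: time-resolved FRET, ex 340 nm, em 617 and 671 nm / Evaluation: % inhibition based on acceptor/donor emission ratio / Benchmarks: wells lacking GST-core106 and wells with excess unlabelled core106 / Repeats: singlicate, one well per compound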
PP1 inh – PP1-alpha (human) inhibition in PP5 counter-screen. P62136. purified PP1alpha, OMFP fluorescence. inhibition, % at 6.7 µM. 320,000 tested, 0.9% active. AID 2235;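 active = inhibition above the mean inhibition of all tested compounds plus 3 SD, computed separately for each screening campaign, cut at about 15% in these data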
PREPL inh – human PREPL enzyme inhibition; Q4J6C6; recombinant PREPL, fluorescence polarization activity-based probe; inhibition, % at 5.96 µM; 320,000 tested, 0.68% active; in the data active = inhibition above about 43%;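 also: 0% = enzyme with DMSO and 100% = wells lacking enzyme; many of its hits are not listed in these tables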
TPT1 inh – blocks Candida albicans tRNA 2'-phosphotransferase | recombinant caTPT1, FP RNA substrate dephosphorylation | inhibition, % at 5 µM | 300,000 tested, 0.81% active;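 active = inhibition above the mean of all tested compounds plus 3 SD, set per screening campaign, cut at about 24% in these data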;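 also: plate controls were DMSO alone for no effect and ferristatin control at 100 nM for full effect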
PP5 primary – blocks human protein phosphatase 5 activity. P53041. AID 1987. inhibition, % at 6.7 µM. 320,000 tested, 0.18% active. purified PP5c, OMFP substrate fluorescence;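 active = inhibition above the campaign's mean inhibition across all tested compounds plus 3 SD, cut at about 9.5% in these data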;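 also: 0% = DMSO only and 100% = 100 µM cantharidin control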
Target sequence (P53041 whole entry, looked up): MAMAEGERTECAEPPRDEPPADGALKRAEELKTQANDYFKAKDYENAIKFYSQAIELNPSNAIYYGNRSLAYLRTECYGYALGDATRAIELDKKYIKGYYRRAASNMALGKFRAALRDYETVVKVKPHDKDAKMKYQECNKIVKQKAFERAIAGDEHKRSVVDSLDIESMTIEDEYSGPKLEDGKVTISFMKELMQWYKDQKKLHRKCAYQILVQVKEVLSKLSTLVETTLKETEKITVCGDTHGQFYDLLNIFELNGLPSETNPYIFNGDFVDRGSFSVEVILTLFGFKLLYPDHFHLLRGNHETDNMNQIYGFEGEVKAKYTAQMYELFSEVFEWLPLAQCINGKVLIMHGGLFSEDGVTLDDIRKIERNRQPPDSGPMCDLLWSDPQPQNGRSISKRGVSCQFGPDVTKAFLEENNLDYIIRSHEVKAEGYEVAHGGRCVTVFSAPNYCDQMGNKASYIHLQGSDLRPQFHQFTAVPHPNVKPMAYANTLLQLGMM
GASC-1 inh – inhibitors of human GASC-1 (JMJD2C) demethylase | Q9H3R0 | GST-JMJD2C(1-420) H3K9me3 demethylation, DELFIA europium | inhibition, % at 2.35 µM | 330,000 tested, 0.069% active | AID 2099;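 active = more than half of a compound's replicate wells show inhibition beyond 50%, single wells judged on their own value; inconclusive = some, but no more than half, of replicates pass 50% inhibition; inactive = no replicate passes 50% inhibition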;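 also: signal counts dimethyl H3K9 product captured on neutravidin plate; 0% = median of DMSO wells and 100% = 0.3 times that DMSO median; strong numbers were not always called active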
Target sequence (Q9H3R0 1-420 limits assumed): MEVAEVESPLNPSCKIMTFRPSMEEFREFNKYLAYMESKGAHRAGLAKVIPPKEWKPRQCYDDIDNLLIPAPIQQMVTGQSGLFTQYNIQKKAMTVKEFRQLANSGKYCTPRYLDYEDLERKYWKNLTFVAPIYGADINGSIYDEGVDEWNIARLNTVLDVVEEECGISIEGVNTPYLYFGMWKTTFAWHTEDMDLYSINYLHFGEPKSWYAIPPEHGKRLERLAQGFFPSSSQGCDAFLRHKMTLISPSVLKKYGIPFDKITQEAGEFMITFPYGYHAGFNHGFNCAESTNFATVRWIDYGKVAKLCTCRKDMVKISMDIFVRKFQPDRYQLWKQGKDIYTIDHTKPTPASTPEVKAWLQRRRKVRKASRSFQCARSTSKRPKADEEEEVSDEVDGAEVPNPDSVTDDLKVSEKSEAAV
CTSL1 counter – counter-screen for PFM18AAP inhibitors: inhibitors of F. hepatica cathepsin L1 | recombinant F. hepatica cathepsin L1, Z-Leu-Arg-MCA fluorescence | inhibition, % at 5.96 µM | 300,000 tested, 0.49% active | AID 1906;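 active = inhibition above the mean of all tested compounds plus 3 SD, set per screening campaign, cut at about 17% in these data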;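 also: 0% = plate median of test compound wells and 100% = 1 µM Z-Phe-Ala-diazomethylketone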
An asterisk follows results filed as active; i = inactive; u = inconclusive; x = not tested or not shown; & = joins results of further samples; ! = not active in a repeat. Only part of the results is shown (hit frequency here may not be typical).

SMILES | Efflux pump inh | LYPLA2 inh | core dimer inh | PP1 inh | PREPL inh | TPT1 inh | PP5 primary | GASC-1 inh | CTSL1 counter
COCCCNC(=O)CSc1nc2ccccc2c(=O)n1CCCN1CCCCC1 | -0.1 | -1 | 6 | -2 | 8 | 1 | 0.9 | 6 | 2
O=[N+]([O-])c1ccc(Sc2ccc(F)cc2)nc1 | 0.0 | 25 | 4 | -7 | 7 | -2 | -0.5 | -9 | -4
Cc1ccc(NC(=O)C(=O)NCCN2CCN(S(=O)(=O)c3ccccc3)CC2)cc1C | 0.1 | 10 | 3 | -3 | 3 | 2 | 0.0 | -26 | 4
COc1ccccc1N=c1scc(-c2ccc3c(c2)NC(=O)CO3)n1CC1CCCO1 (configuration not stated) | 0.1 | 1 | -1 | 3 | 12 | 3 | 2.0 | 13 | -1
O=C(O)c1ccc(-c2ccccc2)[nH]c1=O | -0.2 | 5 | -2 | -3 | 4 | -2 | 1.5 | 1 | 3
COc1ccccc1CNC(=O)C(C)Sc1ccsc1[N+](=O)[O-] (configuration not stated) | 0.0 | -2 | 14 | -3 | -2 | 3 | 0.4 | 5 | 2
O=C(CSc1ccc([N+](=O)[O-])cn1)Nc1nccs1 | -0.3 | 2 | -1 | -1 | -2 | -1 | -1.6 | 17 | 1
COc1ccc(CC(NC(C)=O)C(=O)NC2CCN(C(=O)c3ccccc3F)CC2)cc1 (configuration not stated) | -0.1 | 3 | 10 | -4 | -1 | -1 | 1.7 | -4 | 4
COCCn1c(SCc2nc3ccccc3s2)nc2ccccc21 | 0.0 | 1 | 4 | -2 | 18 | 6 | 2.1 | -6 | 0
CCC(=O)Nc1ccc(NC(=O)CN2CCCC(C)C2)c(Cl)c1 (configuration not stated) | -0.1 | -2 | -2 | -1 | 7 | 0 | -2.4 | 5 | 5
CCc1ccc(/C=N/NC(=O)c2nnn(-c3nonc3N)c2C(C)C)cc1 | 0.1 | 3 | 5 | 3 | -1 | 1 | 2.6 | 4 | 6
COC(=O)C1=C(C)NC(=O)NC1/C=C/c1ccccc1 (configuration not stated) | -0.1 | 10 | -3 | -3 | -8 | -5 | 3.2 | 1 | 1
CCOC(=O)c1c(-c2ccccc2)csc1NC(=S)NC(=O)c1ccccc1 | 0.2 | -2 | 11 | -3 | 16 | 4 | 1.3 | -4 | 3
CN(CCO)C1=CC(=O)CC(C)(C)C1 | -0.1 | 3 | -3 | -5 | -11 | 2 | 1.3 | 2 | 2
COCc1nnc(NC(=O)c2ccc(S(=O)(=O)N(C)c3ccccc3)cc2)o1 | 0.1 | 5 | -2 | 22* | 18 | -2 | 3.0 | -2 | -2

Some entries already given, reduced to PP1 inh:
canonical_smiles	PP1 inh
COCCCNC(=O)CSc1nc2ccccc2c(=O)n1CCCN1CCCCC1	-2
COCCn1c(SCc2nc3ccccc3s2)nc2ccccc21	-2

Following part:
SMILES | Efflux pump inh | LYPLA2 inh | core dimer inh | PP1 inh | PREPL inh | TPT1 inh | PP5 primary | GASC-1 inh | CTSL1 counter
O=C(Nc1cccc(F)c1)N1CCN(C/C=C/c2ccccc2)CC1 | 0.1 | 3 | 2 | 1 | 11 | -1 | -0.5 | -1 | 1
COCCCN1CN(Cc2ccccc2)CNC1=S | -0.1 | 0 | 5 | -1 | -6 | 0 | 1.9 | i | 2
Cc1cccc(NC(=O)c2sc(Cl)nc2C)c1C | -0.1 | 11 | -12 | 2 | -6 | -1 | 1.9 | -2 | -4
CCC(C(=O)NC(C)(C)C)N(Cc1ccco1)C(=O)Cn1nnc(-c2ccc(F)cc2)n1 (configuration not stated) | 0.0 | -1 | 3 | 0 | 1 | 3 | -1.6 | -14 | -1
COc1ccccc1N1CCN(S(=O)(=O)c2ccccc2F)CC1 | 0.1 | -3 | 4 | -2 | 10 | 2 | 1.4 | 9 | 4
COc1ccc(N(CC(=O)N2CCCC(C)C2)S(=O)(=O)c2c(C)nn(C)c2C)cc1 (configuration not stated) | 0.0 | 8 | -9 | 1 | -2 | 2 | 4.3 | -1 | -1
Cc1ccc(C)c(S(=O)(=O)N2CC(=O)Nc3ccccc32)c1 | -0.1 | 4 | -3 | -2 | -2 | -3 | 1.2 | 1 | 1
COc1ccc(OC)c(NC(=O)C(=O)N/N=C(\C)CC(=O)Nc2ccc(Cl)cn2)c1 | -0.2 | -6 | 1 | -3 | 10 | -1 | 0.0 | u | 1
CCCn1c(SCc2ccccc2)nc2c1c(=O)[nH]c(=O)n2C | 0.0 | 9 | 0 | 1 | 14 | -1 | 1.2 | 45 | 2
CCO[C@H]1OC(C(=O)Nc2ccccc2)=C[C@@H](C)[C@@H]1CCCO | 0.0 | 0 | 0 | -8 | -7 | 1 | 3.4 | 2 | -4
O=C(OC1CCOC1=O)c1cc(-c2cccs2)nc2ccccc12 (configuration not stated) | 0.0 | -5 | 2 | -2 | -3 | 4 | 2.3 | 6 | 0
Cc1cc(C(=O)NC2CCCc3c2cnn3-c2cccc(C)c2C)c(C)o1 (configuration not stated) | -0.1 | 0 | -11 | 3 | 10 | 2 | 2.4 | 1 | -3
OC(COCc1ccccc1)Cn1cnc2ccccc21 (configuration not stated) | -0.1 | 4 | -4 | -3 | 20 | -3 | 3.9 | 30 | 0
CN(C)C(=O)c1cccn1-c1ncc(C(F)(F)F)cc1Cl | -0.1 | -2 | -4 | -2 | -1 | -1 | 0.8 | -3 | -1
Cc1onc(-c2ccccc2)c1C(=O)NNC(=S)NC(=O)/C=C/c1ccccc1 | -0.3 | -2 | 9 | 14 | -2 | -1 | 3.6 | -4 | 2
Cc1nc(CNC(=O)c2ccccc2OC2CCN(S(C)(=O)=O)CC2)cs1 | 0.0 | 2 | -6 | -5 | 7 | -2 | 3.6 | -4 | -1
O=C(Nc1ccccc1C(=O)O)c1cc(S(=O)(=O)N2CCOCC2)c(Br)s1 | -0.1 | -2 | -4 | 1 | 8 | -3 | 1.0 | -22 | 2
N=C(N)SCc1nc2ccccc2c(=O)n1-c1ccccc1 | 0.2&0.0 | -7&4 | -2&-3 | 3&-3 | 9&21 | 26*! | 0.1&1.4 | -8&-5 | -4&-1
Cc1nn(CC(=O)OCC(=O)NCCc2ccc(S(N)(=O)=O)cc2)c(C)c1[N+](=O)[O-] | 0.3 | 6 | x | -7 | 7 | x | -0.4 | 1 | x
C/C(CC(=O)Nc1ccc2c(c1)OCCO2)=N\NC(=O)COc1ccc(Cl)c(C)c1 | -0.7 | 8 | 9 | 0 | 1 | 0 | 2.6 | 8 | 6
CCCCCCCC(=O)NNC(=O)c1c(O)c2ccccc2n(CCC)c1=O | -0.1 | -1 | 3 | 0 | -5 | -3 | 2.8 | 11 | 2
Cc1nnc(-c2cnn(-c3ccccc3)c2N)n1Cc1ccccc1 | -0.1 | 2 | -1 | 0 | 4 | -4 | -0.5 | 4 | -1
Cc1cccc(COc2ccccc2/C=N/Nc2ccc([N+](=O)[O-])cc2)c1 | -0.2 | -1 | 6 | 7 | 12 | 92* | 3.0 | 0 | 2
O=C(Nc1ccccc1Cl)ON=C1c2ccccc2-c2ccccc21 | 0.1 | -1 | -2 | 0 | 13 | -3 | 5.0 | -7 | -2
CNC(=S)N1CCc2sccc2C1C (configuration not stated) | 0.0 | 6 | 3 | -2 | -5 | -1 | 0.5 | -2 | -6
COc1ccc(N2CCN(C(=O)C3CCCN(S(=O)(=O)c4ccc(C)cc4)C3)CC2)cc1 (configuration not stated) | 0.6 | -1 | 4 | 1 | 9 | -3 | 3.6 | -23 | -2
CC(OC(=O)Cc1n[nH]c(=O)c2ccccc12)C(=O)Nc1ccc(Cl)cn1 (configuration not stated) | -0.3 | 4 | 4 | -1 | 3 | 1 | 2.9 | 0 | -2
Cc1ccc(-c2cccc(OC(=O)c3ccccc3F)c2)cc1 | -0.1 | 1 | 0 | 0 | -9 | -1 | 0.1 | 2 | -1
CN(CCCNC(=O)c1cccc(N2CCCC2=O)c1)c1ccccc1 | -0.2 | 0 | 2 | -5 | 9 | -4 | 0.2 | -1 | -3
OC(CN1C2=NCCCN2c2ccccc21)c1ccc(Cl)cc1 (configuration not stated) | -0.1 | -3 | -1 | -7 | -10 | -4 | -0.4 | -19 | 7
Cc1[nH]nc2c1C1(CCN(C(=O)c3ccccc3)CC1)C(C#N)=C(N)O2 | 0.0 | -4 | -4 | -3 | -7 | 1 | 1.7 | 9 | -3
Clc1ccc2c(c1)-c1nnc(Br)n1-c1ccccc1S2 | 0.0 | -10 | -2 | -3 | -10 | -6 | -2.9 | 0 | -1
COCCCN1CN=C(Nc2nc3ccccc3o2)NC1 | -0.1 | -1 | 1 | -8 | 2 | 8 | 0.1 | -7 | 4
COC(=O)CN1C(=O)N/C(=C/c2ccc(OC)c(C)c2OC)C1=O | -0.1 | 5 | -2 | 6 | 5 | -1 | 1.8 | -1 | 4
O=C(NC(=S)Nc1cccc2c(O)cccc12)c1ccccc1[N+](=O)[O-] | -0.2 | 6 | 6 | -1 | 6 | -1 | 4.2 | 3 | -2
CCOC(=O)c1c(NC=O)sc2c1CCC2 | -0.1 | 2 | -5 | 0 | 7 | 2 | 2.1 | -6 | -1
Cn1c(=O)c2[nH]c(-c3ccccc3)c(O)c2n(C)c1=O | 0.0 | 2 | -32 | -4 | -43 | -72 | -2.3 | 1 | 1
NC(=O)CC(NC(=O)Cc1ccc(Br)cc1)c1ccc(N2CCC(Br)CC2)c([N+](=O)[O-])c1 (configuration not stated) | 0.0 | -4 | -9 | 27* | 13 | -5 | 0.1 | -5 | 0
CSc1nc(-c2ccccc2)nc(C(Cl)Cl)n1 | 0.0 | 13 | 2 | -1 | -6 | 0 | 1.9 | 7 | -1
CCCCCCCC1CC(CSC(=N)N)OC1=O (configuration not stated) | -0.1 | 13 | -9 | -3 | 3 | -6 | 2.3 | 1 | -1
Cc1c(C(=O)N2CCCCCC2)c(S(=O)(=O)Nc2ccccc2F)c(C)n1C | 0.1 | 0 | 3 | -3 | 6 | -2 | 0.3 | 10 | -5
CCCOc1cccc(NC(=O)c2c(-c3ccccc3)noc2C)c1 | -0.1 | -6 | 2 | 7 | 12 | 0 | -0.4 | 7 | 3
CC1CC(C(F)F)n2nc(C(=O)O)cc2N1 (configuration not stated) | -1.1 | 4 | -2 | -2 | -3 | 1 | 1.0 | 52 | 5
CCS(=O)(=O)N1CCC(C(=O)Oc2ccccc2Br)CC1 | -0.1 | 1 | 2 | 2 | 6 | -1 | -0.1 | 19 | -7
Cc1ccc(Cl)cc1N1CCN(S(=O)(=O)c2c(C)[nH]c(=O)[nH]c2=O)CC1 | 0.0 | -5 | 5 | 0 | 3 | -3 | -2.3 | 0 | 1
Cc1cccc(N2CCN(C(=O)Cc3ccc(Br)cc3)CC2)c1C | 0.4 | -5 | 15 | 5 | -47 | 1 | 4.6 | 5 | 0
Cc1nc2ccc(Br)cn2c1C(=O)N/N=C\c1ccccc1Cl | 0.1 | 7 | 4 | -4 | -18 | -2 | 0.9 | -1 | 0
